SKN-1 block = inhibitors of C. elegans SKN-1. C. elegans VP596 Pgst-4::GFP/RFP ratio, acrylamide-induced, 24 h. inhibition, % at 21.8 µM. 360,000 tested, 0.49% active;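 active = interference check ratio from 0.5 to 1.5 plus GFP to RFP signal ratio inhibition reaching or exceeding a fixed threshold, cut at about 30% in these data, passing the limit was not always enough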; note: some compounds called inactive have numbers as strong as hits
MT1-MMP act inh = inhibitors of human MT1-MMP activation; P50281; HT1080 RFP-PRO-GFP cells, GFP/RFP ratio fluorescence, overnight; percent of plate control window, DMSO zero; GFP/RFP ratio change, % at 20 µM; 360,000 tested, 0.061% active;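 active = GFP/RFP ratio change of at least 30% with cell ATP level not reduced by more than half and red fluorescence within 50% of control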; note: strong numbers were not always called active
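Assay system: HT1080 RFP-PRO-GFP cells. Benchmarks: DMSO vehicle wells and RFP-L50D-GFP reporter cell wells. Times: overnight cell settling, then overnight compound exposure, 37 °C, 5% CO2. Compound: 20 µM single dose, 1% DMSO. Read-out basis: GFP/RFP fluorescence ratio.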
Rin1 Abl inh = human Rin1-Abl interaction inhibition. TR-FRET Rin1/Abl binding, biochemical. inhibition, % at 7.35 µM. 360,000 tested, 0.4% active. AID 588664; in the data active = inhibition above about 5%, passing the limit was not always enough
NadD inh = NadD (S. aureus) enzyme inhibition; purified NadD enzyme, colorimetric absorbance read-out; inhibition, % at 20 µM; 360,000 tested, 0.78% active; in the data active = inhibition above about 26%; note: some compounds past the cut are filed as inactive
CSN inh = blocks human CSN-mediated cullin deneddylation; 360,000 tested, 0.38% active; inhibition, % at 12.5 µM; Purified CSN, SCF-Nedd8-OG deneddylation, fluorescence polarization;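 active = pattern-corrected inhibition above about 35%, with an unprinted fluorescence ratio check between 0.5 and 1.5, limit read from the data, passing the limit was not always enough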;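 note: 0% = enzyme with substrate and 100% = substrate without enzyme; some results filed as inactive read as strong as hits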
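Assay system: purified human Csn5 enzyme expressed in HEK293T cells; Input: 0.24 nM Csn5 enzyme, final concentration; Reagent: 10 nM SCFSkp2-Nedd8OG; Compound dosing: 12.5 µM single point; Times: reaction 90 min, room temperature; Technique: fluorescence polarization readout.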
Rpn11 inh = Rpn11 (human) deubiquitinase inhibition | 360,000 tested, 0.59% active | O00487 | human 26S proteasome, Ub4-pepOG fluorescence polarization; 20S core pre-blocked with epoxomicin | calls only at 20 µM;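 active = inhibition at 20 µM, scaled to each plate's controls, above about 33%, limit read from the data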
FAS TE block = blocks the thioesterase domain of human fatty acid synthase; P49327; AID 602261; inhibition, % at 15 µM; 360,000 tested, 0.67% active; recombinant FAS-TE, OMFH fluorogenic substrate, fluorescence endpoint;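 active = compounds whose normalised, plate-corrected inhibition of enzyme fluorescence in the single-dose primary screen is 50% or more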;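 note: 0% = DMSO with enzyme and 100% = substrate without enzyme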
Target sequence (P49327 whole entry, looked up, the tested form may be a part): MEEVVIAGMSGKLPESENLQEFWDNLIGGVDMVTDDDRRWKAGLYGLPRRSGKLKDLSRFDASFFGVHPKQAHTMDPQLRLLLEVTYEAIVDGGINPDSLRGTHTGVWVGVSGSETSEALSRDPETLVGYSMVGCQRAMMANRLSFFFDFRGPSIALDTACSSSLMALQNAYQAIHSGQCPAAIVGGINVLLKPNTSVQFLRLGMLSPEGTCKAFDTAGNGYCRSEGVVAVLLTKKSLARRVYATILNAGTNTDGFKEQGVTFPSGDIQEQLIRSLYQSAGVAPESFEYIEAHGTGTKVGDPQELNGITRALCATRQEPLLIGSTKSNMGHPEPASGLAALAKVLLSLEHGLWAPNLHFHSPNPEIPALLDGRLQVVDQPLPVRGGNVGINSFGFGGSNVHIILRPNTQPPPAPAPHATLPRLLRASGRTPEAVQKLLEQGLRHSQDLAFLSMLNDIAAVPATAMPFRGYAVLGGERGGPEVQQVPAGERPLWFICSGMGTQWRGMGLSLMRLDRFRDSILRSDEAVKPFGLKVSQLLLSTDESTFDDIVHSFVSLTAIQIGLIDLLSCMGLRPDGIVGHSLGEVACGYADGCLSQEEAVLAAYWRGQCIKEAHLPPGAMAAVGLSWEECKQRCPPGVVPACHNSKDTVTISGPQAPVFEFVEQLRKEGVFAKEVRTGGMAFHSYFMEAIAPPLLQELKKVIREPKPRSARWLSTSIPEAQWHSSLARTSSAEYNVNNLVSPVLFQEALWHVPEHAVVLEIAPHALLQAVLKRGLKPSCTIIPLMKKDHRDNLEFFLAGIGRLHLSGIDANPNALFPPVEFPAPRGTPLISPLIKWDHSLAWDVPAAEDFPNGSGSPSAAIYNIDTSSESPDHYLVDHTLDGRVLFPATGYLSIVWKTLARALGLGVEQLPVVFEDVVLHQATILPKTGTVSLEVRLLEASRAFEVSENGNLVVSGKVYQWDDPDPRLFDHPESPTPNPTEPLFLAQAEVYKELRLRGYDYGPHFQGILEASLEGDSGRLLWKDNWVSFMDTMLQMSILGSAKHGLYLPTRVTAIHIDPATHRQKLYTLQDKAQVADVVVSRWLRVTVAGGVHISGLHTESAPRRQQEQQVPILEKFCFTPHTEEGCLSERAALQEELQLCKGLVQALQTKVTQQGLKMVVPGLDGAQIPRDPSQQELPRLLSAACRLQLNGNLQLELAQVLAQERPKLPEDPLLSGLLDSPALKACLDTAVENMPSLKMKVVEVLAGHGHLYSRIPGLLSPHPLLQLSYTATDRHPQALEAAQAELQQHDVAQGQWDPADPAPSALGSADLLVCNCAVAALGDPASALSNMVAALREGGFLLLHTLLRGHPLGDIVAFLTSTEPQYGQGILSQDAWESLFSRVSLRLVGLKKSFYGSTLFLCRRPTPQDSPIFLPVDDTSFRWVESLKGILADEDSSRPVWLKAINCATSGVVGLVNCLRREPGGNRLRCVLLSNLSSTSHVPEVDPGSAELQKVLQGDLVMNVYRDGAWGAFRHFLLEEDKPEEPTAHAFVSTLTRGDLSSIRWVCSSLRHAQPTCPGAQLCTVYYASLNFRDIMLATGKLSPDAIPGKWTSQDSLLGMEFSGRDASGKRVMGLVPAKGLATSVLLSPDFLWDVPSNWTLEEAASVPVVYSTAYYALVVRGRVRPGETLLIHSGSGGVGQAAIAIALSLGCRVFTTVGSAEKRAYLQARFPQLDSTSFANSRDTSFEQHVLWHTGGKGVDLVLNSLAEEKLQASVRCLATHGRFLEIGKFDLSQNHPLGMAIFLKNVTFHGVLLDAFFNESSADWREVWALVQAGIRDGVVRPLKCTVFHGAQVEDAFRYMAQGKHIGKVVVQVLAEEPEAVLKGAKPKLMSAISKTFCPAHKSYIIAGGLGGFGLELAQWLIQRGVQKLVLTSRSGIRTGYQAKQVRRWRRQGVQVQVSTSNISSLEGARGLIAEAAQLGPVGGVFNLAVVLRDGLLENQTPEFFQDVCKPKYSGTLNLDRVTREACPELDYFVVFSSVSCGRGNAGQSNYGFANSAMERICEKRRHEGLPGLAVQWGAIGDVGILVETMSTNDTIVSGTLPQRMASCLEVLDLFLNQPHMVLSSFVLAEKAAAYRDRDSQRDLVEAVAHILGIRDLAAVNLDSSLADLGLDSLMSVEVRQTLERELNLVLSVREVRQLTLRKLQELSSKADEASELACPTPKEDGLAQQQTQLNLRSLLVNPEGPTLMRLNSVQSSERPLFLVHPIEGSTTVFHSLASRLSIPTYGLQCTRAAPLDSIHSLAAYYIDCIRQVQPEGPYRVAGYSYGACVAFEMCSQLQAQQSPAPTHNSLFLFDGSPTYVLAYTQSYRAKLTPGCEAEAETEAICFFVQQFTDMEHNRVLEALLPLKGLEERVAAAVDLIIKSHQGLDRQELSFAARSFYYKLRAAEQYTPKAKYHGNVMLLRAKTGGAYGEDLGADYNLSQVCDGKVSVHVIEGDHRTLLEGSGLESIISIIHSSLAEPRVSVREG
PABP1 MLLE inh = blocks PAM2 peptide binding to the PABP1 MLLE domain. P11940. GST-MLLE / FITC-PAM2 fluorescence polarization. inhibition, % at 20 µM. 360,000 tested, 0.36% active; in the data active = inhibition above about 35%, passing the limit was not always enough;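 note: plate controls were DMSO wells with GST-MLLE for no effect and wells lacking GST-MLLE protein for full effect; some results filed as inactive read as strong as hits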
Neddyl block = cullin neddylation inhibition | P61081+Q13564 | TR-FRET cullin neddylation, biochemical | calls only at 25 µM | 360,000 tested, 0.58% active | AID 651699; in the data active = inhibition above about 36%
* marks the source's active call; other numbers are inactive results; i = inactive; · = no result given. The order is random, and some 3.9% of all compounds hit somewhere here.

[1] Cn1cc(Cl)c(C(=O)NNC(=S)NCc2ccco2)n1
[2] CC1CCCC(C)N1C(=O)COC(=O)CCC(=O)c1cccs1 (stereo unspecified)
[3] CC1(C)Cc2c(C#N)c(N3CCN(C(=O)c4ccccc4)CC3)nc(-c3ccco3)c2CS1
[4] Brc1ccccc1OCCCN1CCCC1
[5] O=C(CNC(=O)c1ccco1)NCCCc1ccccc1
[6] O=C(O)c1ccccc1C(=O)NCC(O)COc1ccc(Cl)cc1 (stereo unspecified)
[7] NNc1ncnc2c1cnn2-c1ccccc1
[8] CCOC(=O)c1cnc2c(C)cc(C)cc2c1Nc1ccc(S(=O)(=O)Nc2ncccn2)cc1

screen / no.	1	2	3	4	5	6	7	8
SKN-1 block	5	2	25	19	11	-8	-27	1
MT1-MMP act inh	-8	1	-56	5	0	2	-4	0
Rin1 Abl inh	-2	1	4	2	-3	0	0	3
NadD inh	3	1	43*	3	5	-3	4	18
CSN inh	2	-2	18	-5	-6	1	0	-9
Rpn11 inh	i	i	i	i	i	i	i	i
FAS TE block	-1	-5	-4	0	-3	-2	-5	-12
PABP1 MLLE inh	-6	-18	-2	2	-3	-9	-15	-6
Neddyl block	i	i	i	i	i	i	i	i

[9] CCOc1ccc(N2C(=O)CC(/C=C3/N(C)c4ccccc4C3(C)C)C2=O)cc1 (stereo unspecified)
[10] O=C(Nc1ccc2c(c1)OCCO2)C(C1CC1)N1CCN(c2ccc(C(F)(F)F)cn2)CC1 (stereo unspecified)
[11] CN1C(=O)N(CC(=O)Nc2ccc(C(F)(F)F)cc2)C(=O)C12CCCCC2
[12] CC(=NO)C1CCC2C3CCC4=CC(=NO)CCC4(C)C3C(O)CC12C (stereo unspecified)
[13] C[C@H]1CN([C@@H](C)CO)C(=O)CCCn2nncc2CO[C@H]1CN(C)S(=O)(=O)c1ccc(C#N)cc1
[14] CCC(=O)N(c1nnc(SCC(=O)Nc2ccccc2Cl)s1)C1CC1
[15] CC(C)N(Cc1nc(-c2ccccc2)no1)C(=O)c1ccc(Br)o1
[16] COc1ccc(-c2cc(C(F)(F)F)n3nc(C(=O)NCCN4CCOCC4)cc3n2)cc1

screen / no.	9	10	11	12	13	14	15	16
SKN-1 block	12	-1	21	7	-9	5	2	9
MT1-MMP act inh	-7	4	6	-2	1	-2	4	4
Rin1 Abl inh	-1	0	0	4	-1	3	4	-8
NadD inh	14	-5	-2	-1	0	-2	-6	-2
CSN inh	5	-3	-3	-3	-1	-3	1	-4
Rpn11 inh	i	i	i	i	i	i	i	i
FAS TE block	-2	26	0	-14	-8	-5	15	-7
PABP1 MLLE inh	-16	1	-15	-4	-9	-6	-3	2
Neddyl block	i	i	i	i	i	i	i	·

[17] CC(=O)c1cc2cccc(OC3(C)CCN(Cc4ccc5ccccc5c4)C3)c2o1 (stereo unspecified)
[18] O=C(NC1CCN(Cc2ccccc2)CC1)c1ccccc1
[19] CC(C)CN(CC(C)C)C(=O)Nc1ccc(F)cc1F
[20] CCCCC[C@@H](C)N1C[C@@H](COCc2ccccc2)Oc2cc(N3CC[C@@H](O)C3)ccc2S1(=O)=O
[21] COc1ccc2c(c1)c1ncn(Cc3ccccn3)c(=O)c1n2C
[22] O=[N+]([O-])c1ccc(CN2CCN(c3ccc([N+](=O)[O-])cc3)CC2)cc1
[23] N#C/C(=C(/O)COc1ccc(Br)cc1)c1nnc2n1CCCCC2
[24] Cc1cc(C)nc(NS(=O)(=O)c2ccc(NC(=O)Cc3ccc(F)cc3)cc2)n1

screen / no.	17	18	19	20	21	22	23	24
SKN-1 block	1	18	-4	6	-10	6	2	2
MT1-MMP act inh	-2	2	-3	3	5	-8	-5	3
Rin1 Abl inh	-6	2	-3	·	-4	1	0	-1
NadD inh	3	-1	-4	-12	1	-8	-4	1
CSN inh	5	-2	0	-1	2	1	-6	-3
Rpn11 inh	i	i	i	·	i	i	i	i
FAS TE block	17	-4	-6	26	-4	19	-6	-5
PABP1 MLLE inh	-24	-11	-8	·	3	2	-6	0
Neddyl block	i	i	i	i	·	i	i	i

[25] Cc1cccc(-c2nnnn2-c2cccc(C)c2)c1
[26] CC(C)c1nc2sc3c(SCC(N)=O)ncnc3c2c2c1CCC2
[27] COc1ccc(S(=O)(=O)N2CCN(C(=O)c3cc4c(s3)CCCC4)CC2)cc1
[28] CC1(C)CC(=O)C(C(=O)C2CCN(S(=O)(=O)c3ccccc3)CC2)C(=O)C1
[29] COc1cc(C)c(Cl)cc1S(=O)(=O)N(C)C
[30] Cc1ccccc1OCCn1cc(C(=S)N2CCN(C)CC2)c2ccccc21
[31] COc1ccc(-c2nn(C)c(=O)c3ccccc23)cc1NC(=O)COc1ccccc1
[32] COc1ccc(/C=N/n2c(SC)nnc(C(C)(C)C)c2=O)c(OC)c1

screen / no.	25	26	27	28	29	30	31	32
SKN-1 block	-1	9	-17	3	-15	11	16	-3
MT1-MMP act inh	0	1	14	-3	-1	-6	4	-3
Rin1 Abl inh	-1	-8	-4	-1	0	0	-3	-3
NadD inh	-7	-6	-11	-1	2	-10	1	3
CSN inh	-2	5	1	-5	9	7	-1	1
Rpn11 inh	i	i	i	i	i	i	i	i
FAS TE block	-2	-7	26	-10	-6	12	16	12
PABP1 MLLE inh	7	-1	8	11	-1	23	-10	7
Neddyl block	i	·	i	i	i	i	i	i

[33] CN(CC(=O)Nc1ccc(N2CCOCC2)cc1)C(=O)c1cn(-c2ccccc2)nc1-c1ccccc1
[34] Cc1ccc(NC(=O)C(=O)NCCN2CCN(S(=O)(=O)c3ccccc3)CC2)cc1C
[35] CC(=O)Nc1ccc(-c2csc(NC(=O)C3CC(=O)N(c4ccc5c(c4)OCCO5)C3)n2)cc1 (stereo unspecified)
[36] COc1ccc(CN(CCN2CCOCC2)C(=O)c2c(F)cccc2F)cc1OC
[37] Cc1nn(-c2ccccc2)c2c1C(=O)N(c1ccccc1)C(=O)C(C)(C)C2
[38] O=[N+]([O-])c1cccnc1-n1cnc2ccccc21
[39] CCc1sc(C(=O)NCc2ccco2)cc1Br
[40] O=C(c1cccc(N2C(=O)C3CC=CCC3C2=O)c1)N1CCN(c2ccccc2)CC1 (stereo unspecified)

screen / no.	33	34	35	36	37	38	39	40
SKN-1 block	20	2	-2	6	0	8	15	13
MT1-MMP act inh	4	-2	5	6	-2	0	2	-3
Rin1 Abl inh	0	1	0	-1	-4	0	-1	-1
NadD inh	1	-2	13	0	0	-1	3	3
CSN inh	6	-7	8	0	0	2	-6	-3
Rpn11 inh	i	i	i	i	i	i	i	i
FAS TE block	-2	7	-23	-7	0	-7	6	-2
PABP1 MLLE inh	-13	0	19	2	1	25	1	-8
Neddyl block	i	i	i	i	i	i	i	i

[41] COC(=O)CCC(=O)N1CCCC(C(=O)c2ccc(Cl)cc2C)C1 (stereo unspecified)
[42] Fc1ccc(CN2CCN3CCCC3C2C2CCCCC2)cc1F (stereo unspecified)
[43] CN(C)C=Nc1ccc2nn(-c3ccccc3)nc2c1
[44] COC(=O)C(C)n1cnc2c(nnn2-c2ccc(OC)cc2)c1=O (stereo unspecified)
[45] C=CCn1cc(C(=O)OCC)c(=O)c2cc(F)c(F)cc21
[46] Cc1ccc(NC(=O)CN2C(=O)COc3ccc(S(=O)(=O)N4CCOCC4)cc32)cc1F
[47] CCOc1ccc(NC(=O)CN(C)C(=O)Cc2c(C)nc3ccccc3c2C)cc1OCC
[48] COc1ccccc1CN1CCNC(=O)C1CC(=O)O (stereo unspecified)

screen / no.	41	42	43	44	45	46	47	48
SKN-1 block	14	34	-9	5	18	0	-7	7
MT1-MMP act inh	1	-1	0	5	-2	-2	2	-1
Rin1 Abl inh	-4	1	0	0	2	1	1	4
NadD inh	-3	0	-6	4	7	3	2	3
CSN inh	6	-6	3	-2	-4	4	2	-4
Rpn11 inh	i	i	i	i	i	i	i	i
FAS TE block	-1	-1	-7	-9	-2	8	-6	-4
PABP1 MLLE inh	3	-8	0	-9	-7	2	-6	5
Neddyl block	i	i	·	i	i	i	i	i

[49] Cc1ccc2c(c1)C1CN(C)CCC1N2Sc1ccccc1[N+](=O)[O-] (stereo unspecified)
[50] Cc1ccc(NC(=O)C(=O)NCCc2c[nH]c3ccccc23)c(C)c1
[51] CCN(CC)CCOC(c1ccccc1)c1ccc(C)cc1 (stereo unspecified)
[52] CCOc1ccc(OCCNC2CCCC2)cc1
[53] CCOC(=O)CSc1nc2c(sc3ccccc32)c(=O)n1CCCN1CCOCC1
[54] COc1ccccc1/C=C/C(=O)NCC(=O)n1nc(C)cc1C
[55] COc1ccccc1NC(=S)N1CCC(NC(=O)c2ccco2)CC1
[56] COc1cc(OC)cc(C(=O)N[C@H](C(=O)OCC(=O)Nc2ccc(C(C)C)cc2)C(C)C)c1

screen / no.	49	50	51	52	53	54	55	56
SKN-1 block	1	-3	3	17	-6	-7	13	5
MT1-MMP act inh	-16	6	-5	-6	-3	2	2	0
Rin1 Abl inh	-6	1	1	-1	-1	0	4	1
NadD inh	-10	-5	-1	-1	-7	-4	2	-3
CSN inh	3	0	-12	0	3	1	11	-2
Rpn11 inh	i	i	i	i	i	i	i	i
FAS TE block	15	-1	-20	-2	5	-2	-3	24
PABP1 MLLE inh	7	-19	4	16	-13	2	-18	5
Neddyl block	i	i	i	i	i	i	i	i
